Screening results as filed in PubChem BioAssay.
M1 antag = human CHRM1 antagonism; P11229; CHO-K1 hM1, Fluo-8 calcium fluorescence, ACh EC80 antagonist; inhibition, % at 3 µM; actives 1.3% (n = 360,000); AID 588852;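 active means percent inhibition above its own plate's cutoff, namely the mean of that plate's compound wells plus 3 SD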;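 further: peak over basal fluorescence ratio during 140 s after agonist addition; 0% = ACh EC80 plus DMSO and 100% = DMSO alone without agonist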
Target sequence (P11229 whole entry, looked up): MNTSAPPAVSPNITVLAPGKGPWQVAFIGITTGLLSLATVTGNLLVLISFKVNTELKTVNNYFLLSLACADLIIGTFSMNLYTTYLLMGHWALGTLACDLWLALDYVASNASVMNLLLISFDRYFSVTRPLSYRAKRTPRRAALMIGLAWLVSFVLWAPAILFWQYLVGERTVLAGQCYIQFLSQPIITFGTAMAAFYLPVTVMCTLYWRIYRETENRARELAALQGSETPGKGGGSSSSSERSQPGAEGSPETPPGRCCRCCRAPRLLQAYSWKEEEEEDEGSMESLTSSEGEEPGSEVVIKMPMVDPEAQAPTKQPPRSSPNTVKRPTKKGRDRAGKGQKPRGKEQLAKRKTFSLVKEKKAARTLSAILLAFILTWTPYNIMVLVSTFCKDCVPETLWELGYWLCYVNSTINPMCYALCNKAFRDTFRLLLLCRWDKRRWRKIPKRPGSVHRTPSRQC
CHO-K1 Ca antag = counter-screen for M1 antagonists: effect in parental CHO-K1 cells. AID 602250. ATP-induced calcium, Fluo-8 fluorescence. inhibition, % at 3 µM. actives 0.6% (n = 360,000);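 active means inhibition above a per-plate cutoff, the plate's mean sample inhibition plus 3 SD, cut at about 24% in these data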;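 further: 0% = DMSO plus EC80 ATP and 100% = DMSO alone without ATP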
M1 ag = activates human CHRM1 receptor; AID 588814; actives 0.33% (n = 360,000); activation, % at 3 µM; CHO-K1 hM1, Fluo-8 calcium fluorescence, agonist mode; 0% DMSO, 100% acetylcholine EC100; P11229;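 active means activation above the run's mean compound activation plus 3 SD, cut at about 16% in these data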;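 further: peak over basal fluorescence ratio within a 140 s kinetic read after compound addition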
CHO parental Ca = counter-screen for OX1R antagonists: effect in parental CHO cells. parental CHO-K1, ATP-induced calcium, Fluo-8 fluorescence. inhibition, % at 5.6 µM. actives 0.63% (n = 330,000). AID 463079;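 active means inhibition above that plate's mean sample inhibition plus 3 SD, cut at about 26% in these data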;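 further: 0% = ATP-challenged DMSO wells and 100% = DMSO wells without ATP; some compounds past the cut are filed as inactive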
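Assay system: parental CHO cells; Read-out basis: percent inhibition of ATP-evoked calcium rise, normalized to controls; Benchmarks: ATP and no-ATP DMSO wells; Compound dosing: single nominal dose of 5.6 µM per compound; Signal: Fluo-8 calcium dye fluorescence; Also added: ATP as calcium-mobilizing challenge; Repeats: singlicate.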
OXTR potentiate = human OXTR potentiation. P30559. CHO-OTR cells, Fluo-8 calcium fluorescence, potentiator mode; 0% = oxytocin EC15, 100% = EC100. activation, % at 3 µM. actives 0.061% (n = 320,000);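 active means activation above that plate's cutoff, the mean activation of tested compounds plus 3 SD, cut at about 6.6% in these data, passing the limit was not always enough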;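 further: 100% uses oxytocin at 75 nM as the full agonist control; some results filed as inactive read as strong as hits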
Target sequence (P30559 whole entry, looked up): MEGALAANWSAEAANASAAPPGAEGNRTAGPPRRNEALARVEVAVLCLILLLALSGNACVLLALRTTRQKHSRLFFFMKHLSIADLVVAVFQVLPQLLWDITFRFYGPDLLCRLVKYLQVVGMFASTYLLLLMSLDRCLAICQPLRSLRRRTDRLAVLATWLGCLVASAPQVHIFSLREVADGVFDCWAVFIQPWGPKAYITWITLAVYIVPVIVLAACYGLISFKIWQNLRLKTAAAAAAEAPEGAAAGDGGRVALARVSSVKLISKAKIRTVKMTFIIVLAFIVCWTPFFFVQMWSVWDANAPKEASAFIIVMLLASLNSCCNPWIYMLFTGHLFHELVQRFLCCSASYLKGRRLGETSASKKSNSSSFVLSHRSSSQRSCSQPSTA
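Material: CHO-OTR cells, human receptor; compound dosing: single dose, 3.0 µM nominal final compound concentration; schedule: 6 min compound pre-incubation at room temperature, 100 s kinetic read; measured by: kinetic Fluo-8 calcium fluorescence; read-out basis: % activation vs EC15 and EC100 oxytocin; controls: EC15 oxytocin alone as 0%, 75 nM oxytocin as 100%; replicates: singlicate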
TAAR1 ag = agonists of human TAAR1; CHO RD-HGA16 TAAR1, Fluo-8 calcium fluorescence; vehicle wells 0%, saturating PEA agonist 100%; activation, % at 3 µM; actives 0.99% (n = 360,000);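 active means activation above the mean activation of all test compounds in the run plus 3 SD, cut at about 38% in these data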
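System: CHO-derived RD-HGA16 cells with stable Gα16 and human TAAR1 / Times: 17-24 h plating, Fluo-8 75 min 37 °C, 30 min RT / Technique: calcium-sensitive Fluo-8 signal, excitation 470-495, emission 515-575 nm / Measure: % activation relative to PEA EC100 response / Benchmarks: DMSO and PEA EC100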
CHO-K1 Ca PAM = counter-screen for M1 PAMs: effect in parental CHO-K1 cells; activation, % at 3 µM; ATP EC20, Fluo-8 calcium fluorescence; 0% at ATP EC20, 100% at ATP max; actives 0.02% (n = 360,000);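 active means activation above the run cutoff, the mean activation of all test compounds plus 3 SD, cut at about 40% in these data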;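 further: peak over basal fluorescence ratio in a 140 s read after ATP addition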
TAAR1 antag = antagonists of human TAAR1; inhibition, % at 3 µM; CHO RD-HGA16 TAAR1, Fluo-8 calcium fluorescence, antagonist; Q96RJ0; actives 1.5% (n = 360,000); AID 624466;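 active means inhibition above a per-plate cutoff, the mean inhibition of test compounds on that plate plus 3 SD, cut at about 49% in these data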;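 further: 0% = DMSO plus EC80 beta-PEA response and 100% = DMSO alone without agonist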
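System: RD-HGA16 CHO cells with stable hTAAR1 and Gα16 | Probe or stimulus: EC80 β-phenethylamine stimulus | Dosing: 3 µM, single point | Times: Dye loading 75 min at 37 °C, then 30 min room temperature | Measured by: Fluo-8 calcium-sensitive fluorescence | Read-out basis: % inhibition of agonist calcium response | Replicates: n of 1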
CHO-K1 Ca ag = counter-screen for M1 agonists: effect in parental CHO-K1 cells. actives 0.48% (n = 360,000). Fluo-8 calcium fluorescence; scaled to maximal ATP response, vehicle zero. activation, % at 3 µM; in the data active means activation above about 15%;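 further: untransfected CHO-K1 host cells lacking M1 receptor as counterscreen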
The depositor's hits bear a star; . = not tested or not shown. Not a hit list; any-hit rate near 4.2%.

SMILES | M1 antag | CHO-K1 Ca antag | M1 ag | CHO parental Ca | OXTR potentiate | TAAR1 ag | CHO-K1 Ca PAM | TAAR1 antag | CHO-K1 Ca ag
O=C(Cc1ccccc1)Nc1ncccn1 | -3 | -22 | -2 | -14 | -5 | 11 | 10 | 8 | 0.2
CCOC(=O)c1c(C)n(-c2ccc(C)cc2)c2c(CC(C)=O)c(Br)c(OC)c(O)c12 | 6 | 16 | 1 | -14 | -10 | 3 | -7 | -20 | -0.2
O=C(CN1C(=O)CCSc2ccccc21)Nc1ccc2c(c1)OCO2 | 14 | -8 | -7 | -12 | -8 | 5 | 11 | 15 | 3.5
C#CCOCCOCCOCCNc1nc(N2CCN(C(=O)C([C@@H](C)O)n3cc([C@@H](N)CCCCN)nn3)CC2)nc(N2CCN(C(=O)[C@H](CCCCN)n3cc([C@@H](N)[C@H](C)CC)nn3)CC2)n1 (stereo partly drawn) | -10 | -21 | -3 | -1 | -4 | 3 | 19 | -3 | 0.3
COc1ccc(C(=O)C2CCCN(Cc3cccn3-c3nccs3)C2)cc1F (stereo not drawn) | 7 | -13 | -7 | -23 | -7 | 9 | 12 | -33 | 5.5
O=C(Nc1nccs1)c1cc(-c2ccccn2)nc2c(Cl)cccc12 | 0 | -9 | -2 | -19 | 1 | 1 | 6 | 15 | 0.9
CC(C)(C)OC(=O)N1CCCN(C(=O)Nc2ccc(OC(F)(F)F)cc2)CC1 | -17 | -12 | 0 | -9 | -19 | 0 | 17 | 0 | 7.9
CN(C)CCN(Cc1cc2cc3c(cc2[nH]c1=O)OCCO3)C(=S)NCC1CCCO1 (stereo not drawn) | -11 | -12 | -5 | -10 | -1 | 7 | 21 | -1 | 0.7
CC(Sc1nnc2ccccn12)C(=O)Nc1ccc(Cl)cn1 (stereo not drawn) | -24 | -12 | -2 | -18 | -6 | 3 | 2 | 11 | -0.5
CC(=O)C1CCC2C3CCC4CC(=O)CCC4(C)C3C(O)CC12C (stereo not drawn) | -12 | -6 | 5 | . | . | 4 | -25 | -2 | 1.5
O=C1NC(=O)C(=Cc2ccccc2)N1 | -9 | -13 | -3 | . | . | 15 | -6 | -3 | 0.6
CC(C)(C)N1NC2(CCCCC2)NC1=S | 6 | 0 | -5 | 4 | 1 | -1 | -5 | -5 | -0.1
COc1ccc(Cl)cc1NC(=O)COC(=O)/C=C/c1c(C)nn(C2CCS(=O)(=O)C2)c1Cl (stereo not drawn) | -5 | -10 | -2 | 44* | -21 | 16 | 22 | 53* | 0.3
COc1ccc([N+](=O)[O-])cc1NC(=O)CCN1CCOCC1 | -1 | 1 | -3 | -9 | -2 | 0 | -8 | 0 | -0.1
O=C(O)COc1ccc(/C=N/NC(=O)c2ccc(-c3csc(Nc4ccc(Cl)cc4)n3)cc2)cc1 | -13 | -9 | -3 | . | . | 0 | 6 | -17 | 0.4
CCC(C)Sc1ccc([C@@H]2[C@@H]3C(=O)N(CC)C(=O)[C@@H]3[C@]3(C(=O)OC)CCCCN23)cc1OC (stereo partly drawn) | 3 | -16 | -6 | -29 | -8 | 3 | 9 | -15 | 0.2
COc1ccc(N2CCc3c(C)nc4c(OC)cc(OC)cc4c32)cc1 | 22 | -12 | -8 | -10 | -1 | 2 | 15 | -14 | 1.8
O=C(C[C@H]1C(=O)N(CCc2ccccc2)C[C@@H]1c1ccccc1)Nc1ccccc1 | -7 | -3 | -3 | . | . | 73* | 16 | 48 | 0.6
COc1cc(C(O)c2nc(-c3ccc(F)c(Cl)c3)cs2)ccc1F (stereo not drawn) | 10 | -7 | -5 | . | . | -1 | 6 | 2 | 1.6
CCOc1ccc(C(=O)NN2C(=O)C3C4C=CC(O4)C3C2=O)cc1 (stereo not drawn) | -9 | -11 | -2 | -3 | -5 | -2 | 6 | -12 | -0.3
Cn1cc([N+](=O)[O-])c(C(=O)Nc2ccc(-c3nc4ccccc4[nH]3)cc2)n1 | 0 | -6 | -1 | -6 | -4 | 2 | 15 | 26 | 1.4
Cc1ccc(-c2nc(P(=O)(c3ccccc3)c3ccccc3)c(N3CCOCC3)o2)cc1 | -10 | -3 | -5 | -17 | 5 | 11 | 17 | -9 | 0.4
Cc1cccc(NC(=O)CCOc2ccccc2)c1 | 3 | -2 | -4 | -17 | -1 | -3 | -10 | 8 | 0.4
O=C(NCCCn1ccnc1)c1ccc(N2CCCCCC2)c([N+](=O)[O-])c1 | 8 | -1 | -11 | -20 | -11 | 7 | 3 | -12 | 3.1
COc1ccc(NC(=O)CCCNC(=O)Cn2cnc3sc(C)c(C)c3c2=O)c(OC)c1 | 22* | -4 | 0 | 0 | 1 | -1 | -24 | 6 | 0.1

TAAR1 antag: entries above that show a hit
smiles,M1 antag,M1 ag,OXTR potentiate,TAAR1 ag,TAAR1 antag
COc1ccc(Cl)cc1NC(=O)COC(=O)/C=C/c1c(C)nn(C2CCS(=O)(=O)C2)c1Cl (stereo not drawn),-5,-2,-21,16,53*

(cont.)
SMILES | M1 antag | CHO-K1 Ca antag | M1 ag | CHO parental Ca | OXTR potentiate | TAAR1 ag | CHO-K1 Ca PAM | TAAR1 antag | CHO-K1 Ca ag
COc1ccc(C2CC(c3ccc(Br)cc3)=NN2C(=O)CCC(=O)O)cc1OC (stereo not drawn) | -7 | 9 | 2 | -2 | -5 | 3 | -22 | -27 | 0.5
Cc1ccccc1C(=O)Nc1ccccc1Sc1ccccc1 | -4 | -11 | -4 | -16 | -9 | 16 | 5 | -1 | 0.3
O=C(Nc1cccc(NC(=O)c2ccccc2)n1)c1ccccc1 | 10 | 2 | -2 | -13 | -2 | 8 | -16 | 43 | 4.3
O=C(NCCCNC(=O)NC1CCCCC1)NC1CCCCC1 | . | . | . | 6 | -4 | 1 | . | 2 | .
COc1cc(CNC2CCC(C)C2)cc(OC)c1 (stereo not drawn) | 6 | -1 | -3 | -6 | -4 | 0 | 3 | 4 | 0.1
Cc1ccccc1NC(=O)c1cccc(C(=O)Nc2ccccc2C)c1 | -5 | -5 | -1 | -9 | -1 | 0 | 11 | -48 | 1.4
O=C(Cc1cccs1)N1CCN(c2ccc([N+](=O)[O-])cc2)CC1 | 3 | 11 | -13 | 13 | -13 | 6 | -3 | 14 | 1.1
CC(=O)c1ccc(OCC(=O)N2CCN(S(=O)(=O)c3ccc(Br)s3)CC2)cc1 | -1 | -2 | -5 | . | . | 2 | -3 | 18 | 1.9
O=C(OCc1cc([N+](=O)[O-])cc2c1OCOC2)c1cccnc1SC(F)F | 5 | 1 | -4 | . | . | 0 | -10 | -7 | 1.7
CCOC(=O)c1sc(NC(=O)COC(=O)CNC(=O)c2ccco2)c(C(=O)OCC)c1C | -9 | -2 | -2 | -34 | -8 | -1 | 5 | 1 | 1.2
COc1ccc(S(=O)(=O)N2CCC(C(=O)NC3CC3)CC2)cc1OC | -3 | -1 | -3 | 4 | 0 | 4 | -3 | -16 | 0.4
Fc1ccc(-n2c(-c3ccc4ccccc4n3)n[nH]c2=S)cc1Cl | -1 | 0 | -4 | -14 | -2 | -2 | 8 | 2 | 0.2
Cc1c(NC(=O)C2(C)CCCCC2)c(=O)n(-c2ccccc2)n1C | 7 | -10 | -3 | -6 | -4 | 9 | 20 | -6 | 0.1
C=CCNC(=O)C1CCN(c2cnccn2)CC1 | -4 | -20 | -4 | 5 | -10 | 10 | 20 | 17 | -0.2
O=C(COC(=O)c1ccco1)Nc1cc(S(=O)(=O)N2CCOCC2)ccc1Cl | -1 | -1 | 2 | -11 | 7 | 5 | 3 | -9 | 0.1
O=C(Cn1nnc(-c2ccccc2)n1)OCc1ccccc1 | 22 | 22 | -6 | 6 | -2 | -1 | -6 | -2 | -0.3
COc1cccc(S(=O)(=O)Nc2cccnc2)c1 | 9 | -5 | -5 | -2 | 3 | 5 | 16 | 1 | 1.1
Cc1nn(-c2ccccc2)c(C)c1/C=N/NC(=O)c1cc(-c2cccs2)[nH]n1 | 13 | 14 | -4 | -15 | -15 | 10 | -4 | 40 | 2.9
Clc1ccc(OCCN2CCOCC2)cc1 | 8 | -11 | -2 | 5 | -2 | 6 | 14 | -10 | 1.0
CCn1c(CCNC(=O)c2ccc(OC)cc2)nnc1SCc1ccc(Cl)cc1Cl | -3 | 0 | -7 | -17 | -16 | -2 | 14 | 6 | 3.0
CC(O)(c1cccc(F)c1)c1nc(-c2ccc3ccccc3c2)cs1 (stereo not drawn) | -4 | -9 | -1 | . | . | 0 | 11 | 11 | 0.5
O=C(NCCc1ccccc1)C1Cc2c(-c3ccc4c(c3)OCO4)ccnc2O1 (stereo not drawn) | 4 | 12 | -1 | . | . | 0 | -9 | -14 | 0.6
COC(=O)c1cc(C(=O)OCC(=O)NC2CCCC2)cc([N+](=O)[O-])c1 | -6 | -2 | -8 | 1 | -1 | -2 | 9 | -11 | 6.7
COc1cc(NC(=O)COC(=O)c2ccc3ccccc3n2)cc(OC)c1 | -5 | -6 | -3 | . | . | 3 | -13 | -7 | 3.0
CC(=O)c1cccc(S(=O)(=O)N2CCC(n3nnc4cc(F)ccc43)CC2)c1 | -2 | -5 | -3 | -15 | -13 | 5 | -2 | 19 | 1.2

(cont.)
SMILES | M1 antag | CHO-K1 Ca antag | M1 ag | CHO parental Ca | OXTR potentiate | TAAR1 ag | CHO-K1 Ca PAM | TAAR1 antag | CHO-K1 Ca ag
CC(=O)c1ccc(NC(=O)c2cc3ccccc3o2)cc1 | -10 | -4 | -5 | -9 | 1 | 8 | 8 | -5 | 1.5
COCCCNC(=S)NC1CCCCC1 | -2 | 3 | -1 | -7 | 2 | 0 | 15 | -4 | -0.4
CC(=O)c1cn(CC(=O)Nc2ccccc2C(F)(F)F)c2ccccc12 | -5 | 27* | 3 | -11 | -3 | 3 | -23 | 8 | 0.7
Cc1cccc(C)c1-n1nnnc1C(CCc1ccccc1)N1CCN(C/C=C/c2ccccc2)CC1 (stereo not drawn) | -27 | 14 | -3 | . | . | 3 | -8 | -11 | -0.2
COc1cc(CCC(=O)OCC(=O)Nc2ccccc2F)cc(OC)c1OC | -2 | -11 | -1 | -6 | -4 | 1 | 9 | 6 | 1.3
CCN(CC)CCOC(=O)C12CC3CC(CC(C3)C1)C2 | 41* | -8 | -5 | -7 | -14 | -1 | 8 | 4 | 0.8
CC1CCN(C(=O)C2CCCN(S(C)(=O)=O)C2)CC1 (stereo not drawn) | -9 | -13 | -5 | 13 | -8 | 15 | 11 | -4 | 0.6
